# High-throughput results from PubChem BioAssay.
# PAX8 reporter: inhibitors of PAX8-driven TPO luciferase reporter, primary screen, RMG-I cells, single concentration; SteadyGlo, 24 h; inhibition, % at 12.6 µM; actives 1.2% (n = 360,000); AID 652154, 2013;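 active = mean replicate inhibition at least 60% with every replicate also reaching 60%; inconclusive = only one of the two criteria is met; inactive = mean below 60% and not all replicates reaching 60%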;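 also: luciferase light reporting Pax8 driven TPO promoter activity; plate controls were median of neutral control wells for no effect and mitoxantrone controls for full effect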
# PglD DTNB: C. jejuni PglD acetyltransferase inhibitors, primary screen, biochemical, DTNB colorimetric, single point. UDP-N-acetylbacillosamine N-acetyltransferase PglD (Campylobacter jejuni). purified PglD enzyme, DTNB colorimetric CoA detection. inhibition, % at 12.5 µM. actives 0.098% (n = 360,000). AID 602405, 2012; in the data active = inhibition above about 16%, passing the limit was not always enough; inconclusive = no clear call, values can overlap the other calls; also: strong numbers were not always called active
# C2C12 statin: suppressors of statin myotoxicity in C2C12 myotubes, primary screen, cell-based, single point, plate reader; actives 0.78% (n = 330,000); C2C12 myotubes + simvastatin, ATP luminescence, 48 h; scaled: DMSO 0, geranylgeraniol control 100; rescue of ATP level, % at 7.49 µM;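 active = mean ATP rescue above about 67%, or every replicate alone reaching that limit, limit read from the data, passing the limit was not always enough; inconclusive = no clear call, values can overlap the other calls; inactive = mean under the limit and some replicate under it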;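 also: myotubes were challenged with 10 µM simvastatin during compound exposure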
# Cneo AK release: Cryptococcus neoformans cell lysis inducers, primary screen, AK release luminescence, single concentration | AID 651654, 2012 | C. neoformans lysis, adenylate kinase release luminescence, 4 h; normalised: neutral wells 0, clomiphene wells 100 | lysis activity, % at 15 µM | actives 0.2% (n = 360,000);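 active = mean lysis activity across replicates of at least 80%, whatever share of replicates individually reach that level; inactive = mean lysis activity below 80%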
#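 Test system: log-phase Cryptococcus neoformans yeast cells; Quantity: yeast cell density of 5 × 10^6 cells/mL; Buffer or medium: YPD; Doses: single compound concentration per well; Timing: 4 h at 37 °C static, read 1 h later; Measured by: AK luminescence; Read-out basis: lysis from increased AK signal; Control set: Clomiphene as positive control.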
# LGR2 antag: inhibitors of bursicon-induced LGR2 CRE-luciferase signal, primary screen, cell-based, HEK293, CRE-luciferase reporter, bursicon stimulation; bursicon-stimulated, 4 h; inhibition, % at 9.99 µM; actives 0.35% (n = 380,000);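 active = drop in luminescence signal, shown as inhibition above about 50% in the replicate tests, limit read from the data, passing the limit was not always enough; inconclusive = probably only some replicates passing the limit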;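 also: agonist challenge used bursicon conditioned medium at about half maximal strength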
# PGC1a acetyl inh: inhibitors of PGC1a acetylation signal, primary screen, cell-based, U2OS, AlphaScreen, inhibitor mode | AID 651687, 2012 | actives 0.17% (n = 350,000) | AlphaScreen anti-acetyl-lysine; with virally co-expressed GCN5 acetyltransferase | inhibition, % at 15.6 µM;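 active = every replicate shows inhibition of at least 40%; inconclusive = mean inhibition at least 40% but some replicate below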;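 also: 0% = neutral control wells and 100% = positive control wells; some results beyond the cut were filed as inactive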
# INS-1E GSIS act: GLuc luminescence reporter in INS-1E cells, primary screen for activators of glucose-dependent secretion of insulin. INS-1E GLuc reporter insulin secretion, 2-3 h. actives 0.61% (n = 370,000). AID 743287, 2014. activation, % at 16.6 µM;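 active = lowest replicate activation of at least 40%, so every replicate reaches that level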;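 also: 0% = median of neutral control wells and 100% = median of IBMX positive control wells; some compounds called inactive have numbers as strong as hits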
# ARNT TACC3 PPI: disruptors of ARNT/TACC3 protein interaction, primary screen, biochemical, AlphaScreen, single concentration. AID 623870, 2012. actives 0.66% (n = 390,000). inhibition, % at 9.99 µM. AlphaScreen His-ARNT PAS-B/GST-TACC3 binding, luminescence; TACC3 fragment carries E629A point mutation. Transforming acidic coiled-coil-containing protein 3 (Homo sapiens), Q9Y6A5;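 active = mean inhibition of replicates at least 50% and at least half of replicates each reaching 50%; inconclusive = half or more replicates reach 50% but mean below 50%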;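 also: 0% = complete ARNT plus TACC3 wells and 100% = ARNT alone without TACC3; many hits fall short of the cut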
# * = called active by the depositor; ? = inconclusive; . = not tested or not shown; & = joins results of further samples; ! = not confirmed by another sample.
# The first 14 records as a preview:
SMILES,PAX8 reporter,PglD DTNB,C2C12 statin,Cneo AK release,LGR2 antag,PGC1a acetyl inh,INS-1E GSIS act,ARNT TACC3 PPI
C[C@H](CO)N1C[C@H](C)[C@H](CN(C)Cc2ccc(C(=O)O)cc2)Oc2ccc(NS(=O)(=O)c3cccs3)cc2CC1=O,7,-1,8,-3,21,6,8,-2
C[C@@H]1CN([C@@H](C)CO)C(=O)c2cc(NC(=O)CCC(F)(F)F)ccc2O[C@H]1CN(C)S(=O)(=O)c1ccccc1,4,0,-14,-1,-7,4,15,-14
COc1ccc(CN2C(=O)C(CC(=O)NCc3cccs3)CC(C(=O)N(C(C)C)C(C)C)=C2C)cc1 (stereo not drawn),3,-1,-7,2,3,-13,-10,.
CCOC(=O)c1ccc2nc(NC(=O)c3ccco3)sc2c1,-75,4,-94,-4,.,7,.,-4
COc1ccc(S(=O)(=O)N(C)C[C@H]2Oc3ccc(NC(=O)Cn4cnnn4)cc3C(=O)N([C@@H](C)CO)C[C@H]2C)cc1,.,1,.,2,5,-4,13,-3
COc1cc(OC)cc(C(=O)NC(C(=O)NCCc2ccccn2)C(C)C)c1 (stereo not drawn),12,1,58,-1,5,0,5,6
O=C(C[C@H]1CC[C@@H]2[C@H](COC[C@@H](O)CN2Cc2ccccc2)O1)N[C@H]1CCN(Cc2ccccc2)C1,-9,5,4,2,-18,1,1,2
Cc1ccc2c(c1)nnn2C1CCN(C(=O)NCc2ccccc2)CC1,4,.,19,.,-11,-21,3,2
O=S(=O)(Nc1ccccc1N1CCOCC1)c1ccccc1C(F)(F)F,-12,1,-1,-1,16,-41,-1,-4
Cc1ccc(NS(=O)(=O)c2c(C)ccc3nsnc23)c([N+](=O)[O-])c1,42,5,7,-1,.,21,.,5
C[C@H]1CN([C@@H](C)CO)C(=O)Cc2cc(NC(=O)Nc3ccccc3)ccc2O[C@@H]1CN(C)C(=O)Nc1ccc(C(F)(F)F)cc1,-3,3,1,0,-21,-7,-5,4
O=C(c1ccccc1)N1CCN(c2ccc([N+](=O)[O-])cc2-n2cccc2)CC1,19,.,.,.,25,-6,-15,10
Cc1cccc(S(=O)(=O)N2CCCc3ccccc32)c1,-22,-2,-10,-1,7,.,-7,-2
C[C@@H](NC(=O)C[C@@H]1CC[C@H]2[C@@H](COC[C@@H](O)CN2C)O1)c1ccccc1,-4,-4,10,2,6,0,4,0

# The listing (from the top)
SMILES,PAX8 reporter,PglD DTNB,C2C12 statin,Cneo AK release,LGR2 antag,PGC1a acetyl inh,INS-1E GSIS act,ARNT TACC3 PPI
C[C@H](CO)N1C[C@H](C)[C@H](CN(C)Cc2ccc(C(=O)O)cc2)Oc2ccc(NS(=O)(=O)c3cccs3)cc2CC1=O,7,-1,8,-3,21,6,8,-2
C[C@@H]1CN([C@@H](C)CO)C(=O)c2cc(NC(=O)CCC(F)(F)F)ccc2O[C@H]1CN(C)S(=O)(=O)c1ccccc1,4,0,-14,-1,-7,4,15,-14
COc1ccc(CN2C(=O)C(CC(=O)NCc3cccs3)CC(C(=O)N(C(C)C)C(C)C)=C2C)cc1 (stereo not drawn),3,-1,-7,2,3,-13,-10,.
CCOC(=O)c1ccc2nc(NC(=O)c3ccco3)sc2c1,-75,4,-94,-4,.,7,.,-4
COc1ccc(S(=O)(=O)N(C)C[C@H]2Oc3ccc(NC(=O)Cn4cnnn4)cc3C(=O)N([C@@H](C)CO)C[C@H]2C)cc1,.,1,.,2,5,-4,13,-3
COc1cc(OC)cc(C(=O)NC(C(=O)NCCc2ccccn2)C(C)C)c1 (stereo not drawn),12,1,58,-1,5,0,5,6
O=C(C[C@H]1CC[C@@H]2[C@H](COC[C@@H](O)CN2Cc2ccccc2)O1)N[C@H]1CCN(Cc2ccccc2)C1,-9,5,4,2,-18,1,1,2
Cc1ccc2c(c1)nnn2C1CCN(C(=O)NCc2ccccc2)CC1,4,.,19,.,-11,-21,3,2
O=S(=O)(Nc1ccccc1N1CCOCC1)c1ccccc1C(F)(F)F,-12,1,-1,-1,16,-41,-1,-4
Cc1ccc(NS(=O)(=O)c2c(C)ccc3nsnc23)c([N+](=O)[O-])c1,42,5,7,-1,.,21,.,5
C[C@H]1CN([C@@H](C)CO)C(=O)Cc2cc(NC(=O)Nc3ccccc3)ccc2O[C@@H]1CN(C)C(=O)Nc1ccc(C(F)(F)F)cc1,-3,3,1,0,-21,-7,-5,4
O=C(c1ccccc1)N1CCN(c2ccc([N+](=O)[O-])cc2-n2cccc2)CC1,19,.,.,.,25,-6,-15,10
Cc1cccc(S(=O)(=O)N2CCCc3ccccc32)c1,-22,-2,-10,-1,7,.,-7,-2
C[C@@H](NC(=O)C[C@@H]1CC[C@H]2[C@@H](COC[C@@H](O)CN2C)O1)c1ccccc1,-4,-4,10,2,6,0,4,0
C[C@H]1CN([C@@H](C)CO)C(=O)c2cc(NC(=O)Cc3cn(C)c4ccccc34)ccc2O[C@@H]1CN(C)C(=O)NC1CCCCC1,22,-1,8,1,3,1,0,.

# 2 compounds drawn at random from the list so far, as already listed:
SMILES,PAX8 reporter,PglD DTNB,C2C12 statin,Cneo AK release,LGR2 antag,PGC1a acetyl inh,INS-1E GSIS act,ARNT TACC3 PPI
C[C@H]1CN([C@@H](C)CO)C(=O)Cc2cc(NC(=O)Nc3ccccc3)ccc2O[C@@H]1CN(C)C(=O)Nc1ccc(C(F)(F)F)cc1,-3,3,1,0,-21,-7,-5,4
Cc1ccc(NS(=O)(=O)c2c(C)ccc3nsnc23)c([N+](=O)[O-])c1,42,5,7,-1,.,21,.,5

# (list continues)
SMILES,PAX8 reporter,PglD DTNB,C2C12 statin,Cneo AK release,LGR2 antag,PGC1a acetyl inh,INS-1E GSIS act,ARNT TACC3 PPI
CCNC(=O)C1(C)CCCN1C(=O)c1ccc(N(C)C)cc1 (stereo not drawn),-2,-3,-10,5,.,1,.,.
CC(C)C[C@H]1CNC(=S)N1CC1CCCN1C[C@H](Cc1ccc(O)cc1)N1C[C@H](Cc2ccccc2)N(CC2CCCCC2)C1=S (stereo partly drawn),?,-1,19,5,17,.,8,11
CCS(=O)(=O)Nc1ccc2c(c1)C(=O)N(C)[C@@H]1CC[C@H](CC(=O)NCc3ccc(OC)cc3)O[C@H]1CO2,7,-1,2,0,1,-6,5,-6
C[C@@H]1CN([C@@H](C)CO)S(=O)(=O)c2ccc(-c3ccccc3)cc2O[C@H]1CN(C)C(=O)C1CC1,.,.,-19,.,8,0,-13,.
CC(=O)NC1C(=O)N(C)c2ccc(Br)cc21 (stereo not drawn),.,4,.,-2,.,3,.,-33
C[C@H](CO)N1C[C@H](C)[C@H](CN(C)Cc2ccc(C(=O)O)cc2)Oc2cc(C#CCC3CCCC3)ccc2S1(=O)=O,.,-1,23,4,-8,14,-22,7
CCNS(=O)(=O)c1ccc(C(=O)OCC(=O)N2CCCc3ccccc32)cc1,-1,2,4,1,-16,10,2,-1
C=CCNc1ncnc2c1ncn2[C@H]1CN(Cc2cc(OC)c(OC)c(OC)c2)C[C@@H](CO)O1,-16,2,7,-1,23,7,42*,.
CC(C)NC(=O)Nc1ccc2c(c1)CC(=O)N([C@@H](C)CO)C[C@@H](C)[C@H](CN(C)S(=O)(=O)c1cn(C)cn1)O2,13,-2,-24,0,-9,-10,9,-8
CN(Cc1ccc(Cl)cc1)C(=O)COC(=O)CSc1ccc([N+](=O)[O-])cc1,2,0,-4,2,-5,-6,-21,5
Cc1cccc2cc(COC(=O)c3ccccc3)c(=O)[nH]c12,.,2,-7,-5,.,-7,.,-5
Oc1c(C(c2cccs2)N2CCC3(CC2)OCCO3)sc2ncnn12 (stereo not drawn),.,0,-3,0,6,.,3,-3
CCC(C)c1ccccc1O (stereo not drawn),.,-1,5,1,8,-4,5,.
CCOC(=O)N1CCN(C(=O)c2ccc(S(=O)(=O)Nc3ccccc3)cc2)CC1,16,1,-12,1,15,0,.,1
CCNC(=O)[C@H]1[C@H](CO)[C@H]2Cn3c(ccc(-c4ccncc4)c3=O)[C@H]2N1Cc1ccc2c(c1)OCO2,-4,3,1,-5,7,.,2,-1
CC(Oc1ccccc1)C(=O)NN1Cc2ccccc2C1=N (stereo not drawn),1,.,.,.,16,.,4,13
CCC(=O)Nc1ccc2c(c1)C(=O)N(C)C[C@H](OC)[C@H](C)CN(C(C)=O)[C@@H](C)CO2,-3,-1,14,-3,3,.,9,-2
CCC(=O)Nc1ccc2c(c1)C(=O)N(C)C[C@H](OC)[C@H](C)CN(Cc1cncnc1)[C@H](C)CO2,.,.,-5,.,-2,2,14,.
Cc1ccc(S(=O)(=O)NC(=O)COc2ccccc2C)c(C)c1,8,0,-5,1,8,-3,27,1
Cc1cccc(NC(=O)c2cc(NC(=O)c3ccco3)ccc2N2CCCCC2)c1,.,8,-2,0,24,-2,6,-13
O=C(NCc1ccc(OC(F)(F)F)cc1)c1ccc2c(c1)S(=O)(=O)c1ccccc1C2=O,12,0,25,1,-3,-25,-5,0
NS(=O)(=O)c1ccc(CNC(=O)c2ccc(C(=O)c3ccccc3)cc2)cc1,.,6,8,1,19,13,.,3
COc1ccc(NC(=O)CN(C)S(=O)(=O)c2ccc(Br)s2)cc1,-2,-2,58,6,0,0,-8,2
Cc1c(C(=O)NCc2cccc(Cl)c2)sc(=O)n1Cc1cccc(F)c1,-1,1,8,-1,-4,.,-32,.
C[C@H]1CN([C@@H](C)CO)S(=O)(=O)c2ccc(/C=C/c3ccccc3)cc2O[C@H]1CN(C)C(=O)NC1CCCCC1,70*!,-6&1&-5,6&-4&22,6&5&1,-14&31,16&-1&-1,6&-27,7&-4
CNS(=O)(=O)c1ccc2c(c1)NC(=O)C1CCCN21 (stereo not drawn),-6,-3,.,-1,4,.,7,.
COc1ccc(CC(NC(C)=O)C(=O)NC2CCN(C(=O)Nc3ccccc3Cl)CC2)cc1OC (stereo not drawn),6,-4,4,-1,.,-3,.,1
Cc1cc(=O)n(-c2ccc3ccccc3n2)[nH]1,.,-3,-6,3,.,-6,.,31
O=C(Cn1c(=O)oc2cc(S(=O)(=O)N3CCCCC3)ccc21)N1CCc2ccccc2C1,19,0,7,-2,-14,6,19,-4
